Rv3671c protease – inhibitors of M. tuberculosis serine protease Rv3671c. AID 2606. P9WHR9. inhibition, % at 5.96 µM. 320,000 tested, 0.048% active; in the data active = inhibition above about 38%;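 also: extracellular domain of Rv3671c used as enzyme; 0% = enzyme with DMSO and 100% = no enzyme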
VHR inh abs – inhibitors of human VHR1 phosphatase (DUSP3) | P51452 | recombinant VHR phosphatase, pNPP absorbance | inhibition, % at 13.3 µM | 290,000 tested, 0.52% active | AID 1654; in the data active = inhibition above about 50%; also: some compounds called inactive have numbers as strong as hits
SARS 3CLpro inh – SARS-CoV 3CLpro protease inhibition. recombinant SARS-CoV 3CLpro, quenched FRET peptide cleavage. inhibition, % at 6 µM. P0C6X7. 290,000 tested, 0.14% active; in the data active = inhibition above about 12%
Y pestis TopoI – Y. pestis Topo-I inhibition via cleavage products; Y. pestis Topo-I cleavage product accumulation, plate reader; activity, % at 10 µM; 360,000 tested, 0.064% active; AID 504884; in the data active = activity above about 50%, passing the limit was not always enough; inconclusive = no clear call, values can overlap the other calls; also: inactives centre near 2
CCHFV vOTU inh – blocks the CCHF virus ovarian tumor domain protease; inhibition, % at 11.5 µM; 370,000 tested, 0.55% active; CCHFV vOTU protease, Pep-AMC fluorescence; AID 651958; in the data active = inhibition above about 30%; also: 0% = vehicle wells with enzyme and 100% = no enzyme wells
BH1578 lux ind – quorum light induction in luxS cqsA deficient V. cholerae. activation, % at 18.7 µM. AID 588436. 350,000 tested, 0.16% active. V. cholerae BH1578 lux reporter, luminescence, 6 h; in the data active = activation mostly above about 9.7%, no sharp cut-off; inconclusive = no clear call, values can overlap the other calls; inactive = mostly below about 3.7%; also: not every result past the cut was called active; inactives centre near 0; reference of the scale not given here
SSB-PriA inh – K. pneumoniae PriA-SSBct interaction inhibition; AlphaScreen SSBct-PriA binding, biotinylated peptide; inhibition, % at 33 µM; 430,000 tested, 0.6% active; AID 1272365; in the data active = inhibition mostly above about 37%, no sharp cut-off; inactive = mostly below about 20%;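 also: plate controls were negative control peptide for no effect and reference peptide for full effect; strong numbers were not always called active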
MazF activator – activators of E. coli MazEF toxin-antitoxin RNase; P0AE70; FAM/BHQ RNA-DNA oligo cleavage fluorescence, 5 h; activation, % at 20 µM; 350,000 tested, 0.32% active; AID 504720; in the data active = activation above about 50%
TcdB inh – blocks C. difficile toxin B glycohydrolase activity. P18177. TcdB glycohydrolase enzymatic assay, plate reader. inhibition, % at 9.99 µM. 350,000 tested, 0.24% active; in the data active = inhibition above about 10%
PrPC TRFRET – cell surface PrPC inhibition, primary TR-FRET screen. AID 720596. 370,000 tested, 0.43% active. P04156. inhibition, % at 13.8 µM. TR-FRET read-out; in the data active = inhibition above about 24%; also: 0% = median of the test wells and 100% = reference compound wells
* hit, by the source's call; i = inactive; ? = inconclusive; . = not tested or not shown. Some of the compounds tested. The share of hits here may be higher or lower than overall.

SMILES	Rv3671c protease	VHR inh abs	SARS 3CLpro inh	Y pestis TopoI	CCHFV vOTU inh	BH1578 lux ind	SSB-PriA inh	MazF activator	TcdB inh	PrPC TRFRET
O=S(=O)(NCc1cccnc1)c1ccc(Cl)c(Cl)c1Cl	-4	17	1	5	6	i	-13	5	.	2
CSc1nc(-c2ccccc2)nc(NC(=O)c2ccccc2)c1C(C)=O	0	16	1	-2	19	i	-18	13	-0.5	-10
COc1ccc(-c2nc(-c3cccs3)c(-c3cccs3)[nH]2)cc1OC	11	33	5	-2	8	1.3	17	4	.	15
O=[N+]([O-])c1ccccc1S(=O)(=O)N1CCN(c2ccc(F)cc2)CC1	0	21	3	8	-15	-0.4	4	-2	0.7	0
CC(=O)Nc1ccc(S(=O)(=O)N2CCN(C(=O)Cc3ccccc3)CC2)cc1	-6	22	-3	5	4	-0.3	-6	3	.	1
O=C(c1ccccc1)N1CCN(C(=S)NCc2ccc3c(c2)OCO3)CC1	-6	-6	-2	-2	-6	-0.2	-7	1	1.2	4
O=C(NC1CCCCC1)N(c1ccccc1)c1nnc(-c2cccc([N+](=O)[O-])c2)s1	.	.	.	18	1	-1.4	.	-6	1.1	-13
Cc1ccc(N2Cc3ccccc3C2=S)cc1	-2	-3	-4	2	18	i	-39	1	4.2	6
O=S(=O)(c1ccccc1)c1nc(-c2cccc(Cl)c2)oc1N1CCOCC1	2	12	-3	?	8	-2.3	6	5	0.6	-1
CC1=C(C(=O)N(C)Cc2ccccc2)C2(CCC(C)CC2)OC1=O (stereo not given)	1	16	0	11	-3	0.0	-3	0	0.2	4
Cc1ccc(-n2ncc3c2ncn2c(C)nnc32)cc1C	-8	35	3	-2	0	i	-13	-9	0.2	10
COc1cccc(CNC(=S)Nc2ccc3c(c2)c(=O)n(C)n3C)c1	.	.	.	-3	-81	-0.4	.	.	1.1	-9
CCOC(=O)Cc1n[nH]c(=O)c2ccccc12	4	33	5	11	-13	-0.2	-20	10	1.0	5
c1cc(CN2CCN(C3CCCCCC3)CC2)ccn1	-1	26	0	5	-4	i	-6	1	1.7	3
CCC(=O)c1cn(CC(=O)Nc2ccc(C)cc2)c2ccccc12	-5	-8	-6	2	-5	0.3	-9	-2	0.3	9
CC(C(=O)N1CCOCC1)N1C(=O)C2C3CC(C(Br)C3Br)C2C1=O (stereo not given)	6	5	-2	-4	-8	3.4	-18	-4	0.6	0
CCN(CC(=O)Nc1ccccc1C(=O)OC)S(=O)(=O)c1ccccc1	-2	0	5	5	0	-0.1	-15	3	.	-1
N#Cc1ccsc1NC(=O)CCN1CCN(C(c2ccccc2)c2ccccc2)CC1	-5	12	-7	13	-3	-0.3	-5	-27	-0.1	4
NS(=O)(=O)c1ccc(CCNC(=O)CCCOc2ccccc2)cc1	-4	10	1	7	3	-0.1	-20	3	1.6	-11
Cc1ccc(S(=O)(=O)c2nc(S(C)(=O)=O)sc2N2CCCCC2C)cc1 (stereo not given)	-4	6	4	32	13	-0.3	-10	1	1.4	3
Cc1ccc(-n2c(O)c(/C=N/NC(=O)C3COc4ccccc4O3)c3ccccc3c2=O)cc1 (stereo not given)	15	3	-3	2	-9	-0.2	.	-8	.	2
C=C(C)COc1ccc(-c2nc(N)ncc2-c2ccc(Cl)cc2)c(O)c1	-12	3	-1	10	-1	i	-10	-5	1.4	-7
O=C(CSc1c2c(nc3ccc(Cl)cc13)CCCC2)NCc1ccco1	-4	20	1	14	-4	-0.4	9	3	.	6
O=C(Nc1ccccc1)C1CCCN(S(=O)(=O)c2ccc(-n3cnnn3)cc2)C1 (stereo not given)	3	35	-5	0	14	-0.4	-3	9	.	4
NC(=O)c1ccc(NCCCN2CCOCC2)c([N+](=O)[O-])c1	-7	14	0	-3	9	-0.5	-13	-9	.	-29
SMILES	Rv3671c protease	VHR inh abs	SARS 3CLpro inh	Y pestis TopoI	CCHFV vOTU inh	BH1578 lux ind	SSB-PriA inh	MazF activator	TcdB inh	PrPC TRFRET
C#CCSc1nnc(-c2cc3c(C(F)(F)F)nn(C)c3s2)n1C	-11	2	0	8	-1	0.6	14	6	.	-1
Cc1cccc(CN2CCc3c([nH]c4ccccc34)C2)c1	2	10	-6	6	4	i	-3	6	0.7	-4
CCOc1cc(C(=O)NCc2ccncc2)cc(OCC)c1OCC	3	-13	6	-1	-4	i	-13	-2	.	-5
COCCCn1c(CCC(=O)O)ccc1-c1cccs1	5	-16	-2	4	-60	-1.5	-5	-4	.	-3
C=C(C)COc1ccc(-c2[nH]ncc2Oc2ccccc2OCC)c(O)c1	3	-4	5	-3	0	i	-1	-8	.	-3
Cc1c(NC(=O)c2ccc(S(=O)(=O)Nc3ccccc3F)cc2)c(=O)n(-c2ccccc2)n1C	-2	.	.	0	2	i	-6	5	-0.2	1
CSc1ccc(C(=S)N2CCN(Cc3ccccc3)CC2)cc1	0	36	1	8	5	i	1	2	.	-8
CCNC(=S)N/N=C/c1ccc(F)cc1	-4	17	5	.	-8	.	.	.	1.5	3
Cc1ccn2c(=O)nc(SCC(=O)NCc3ccccc3Cl)nc2c1	0	.	.	1	-9	-0.3	-4	-5	2.0	2
COc1ccc(CNC(=O)CCC(=O)Nc2nnc(C(C)C)s2)cc1	0	13	1	0	1	-0.4	-8	8	0.3	0
O=C(CN1C(=O)/C(=C/c2ccc(F)cc2)SC1=S)N1CCN(CCc2ccccn2)CC1	-34	28	-6	0	10	-0.7	5	3	0.4	-7
COc1ccc(NC(=O)C2(c3ccc(NC(=O)c4ccc(OC(C)=O)cc4)cc3)CCCC2)cc1	-23	8	1	1	-10	i	-12	-26	.	1
Cc1ccc2c(C)c(C(=O)NCCN3CCCC(O)C3)oc2c1C (stereo not given)	5	10	2	-10	-14	i	-11	-6	0.1	6
Cn1c(=O)oc2cc(S(=O)(=O)N3CCC(C(=O)NCCc4ccccc4)CC3)ccc21	-5	14	5	7	2	0.1	-4	5	0.1	0
Cc1ccc2[nH]c3c(=O)n4c(nc3c2c1)SCC4	-6	25	0	5	-12	-2.0	-22	3	0.3	2
CC1CC(C)CN(C(=O)Cn2ncc3c([nH]c4ccccc43)c2=O)C1 (stereo not given)	-1	25	-2	4	3	-2.9	-1	2	0.7	0
O=C(c1ccccc1CCc1ccccc1)N1CCN(c2ccccn2)CC1	3	10	4	36	8	-0.2	-21	-3	.	5
COc1ccc(CN(CC(=O)NC2CCCCC2)C(=O)CCC(=O)Nc2nccs2)cc1	-2	17	-5	8	9	-0.4	1	6	1.2	-4
CN1CCCC1CCNc1ccc2sc3ccccc3c(=O)c2c1 (stereo not given)	-6	.	.	-32	5	-0.6	26	-14	2.1	-22
CCOC(=O)c1c(C)[nH]c(C(=O)COc2ccc3ccc(=O)oc3c2)c1C	-13	.	.	-1	-1	-0.4	1	-8	0.7	2
O=C(CNC(=O)c1ccc2c(c1)OCCO2)N/N=C/c1ccc(O)cc1O	0	23	0	-3	9	-0.2	.	-3	.	-3
Nc1ccc(-c2nc3cc(N)ccc3n2CCO)cc1	-4	7	-3	1	-150	i	1	-10	3.6	5
CCC/C=C/c1ccc(CN2C(C)C(=O)N(Cc3cn(CCC4OCCO4)nn3)CCS2(=O)=O)cc1 (stereo not given)	.	.	.	33	0	-0.6	.	13	3.2	1
COc1ccccc1CNc1ccc2c(c1)CCC2	9	2	-4	0	9	i	22	6	0.5	8
CCC(=NCc1ccc2c(c1)OCO2)c1c(O)n(C2CCCCC2)c(=O)[nH]c1=O	-40	-22	5	27	0	-0.3	-7	-17	.	15

Full records, quoted from the list. Order of values: Rv3671c protease	VHR inh abs	SARS 3CLpro inh	Y pestis TopoI	CCHFV vOTU inh	BH1578 lux ind	SSB-PriA inh	MazF activator	TcdB inh	PrPC TRFRET
Entry for `Cn1c(=O)oc2cc(S(=O)(=O)N3CCC(C(=O)NCCc4ccccc4)CC3)ccc21` → -5	14	5	7	2	0.1	-4	5	0.1	0
Entry for `Cc1ccc2c(C)c(C(=O)NCCN3CCCC(O)C3)oc2c1C` (stereo not given) → 5	10	2	-10	-14	i	-11	-6	0.1	6
Entry for `Cc1ccc2[nH]c3c(=O)n4c(nc3c2c1)SCC4` → -6	25	0	5	-12	-2.0	-22	3	0.3	2
Entry for `COCCCn1c(CCC(=O)O)ccc1-c1cccs1` → 5	-16	-2	4	-60	-1.5	-5	-4	.	-3
Entry for `C=C(C)COc1ccc(-c2[nH]ncc2Oc2ccccc2OCC)c(O)c1` → 3	-4	5	-3	0	i	-1	-8	.	-3

The list goes on.
SMILES	Rv3671c protease	VHR inh abs	SARS 3CLpro inh	Y pestis TopoI	CCHFV vOTU inh	BH1578 lux ind	SSB-PriA inh	MazF activator	TcdB inh	PrPC TRFRET
O=C(Nc1ccc2c(c1)OCO2)OCc1ccccc1	3	7	5	-1	.	-0.5	-7	-1	1.6	.
COc1ccc(C(C(=O)NC(C)(C)C)N(C(=O)CCC(=O)Nc2ccccn2)C2CCCCC2)cc1 (stereo not given)	1	-1	2	9	-3	i	-1	9	1.3	7
O=C(NC(=S)Nc1cc([N+](=O)[O-])ccc1O)c1ccc2c(c1)OCO2	11	-12	6	-4	4	-7.7	-7	8	1.5	-4
Cc1ccc(N(CN2CCCC2=O)C(=O)c2ccccc2)cc1	1	18	4	2	-18	i	-9	6	-0.3	4
CC1CCCC(NC(=O)CCCn2c(=O)[nH]c3cc(Cl)ccc3c2=O)C1C (stereo not given)	1	-8	4	-5	-9	i	-14	8	.	-2
O=[N+]([O-])c1cccc2nc(-c3ccccc3)c(-c3ccccc3)nc12	4	1	-2	1	2	i	5	-21	0.6	-7
Cc1cc2ncn(S(=O)(=O)c3ccc(S(=O)(=O)N4CCOCC4)cc3)c2cc1C	-5	-5	-2	6	-2	-0.4	-6	0	.	5
Nc1cccc(C(=O)OCC(=O)NC2CCCc3ccccc32)c1 (stereo not given)	2	17	7	2	-3	i	-3	10	1.8	9
O=C(NC(c1ccc(Cl)cc1)P(=O)(Oc1ccccc1)Oc1ccccc1)OCc1ccccc1 (stereo not given)	4	-5	-6	-6	4	.	-10	-2	.	-4
COc1ccc(C(=O)/C=C/Nc2ccc(C)cn2)cc1OC	-8	22	-1	-4	-10	i	-6	-2	.	-7
COc1ccc(C2=CSC3=NCCN23)cc1OC	-1	-4	0	3	-4	i	-11	10	1.2	-3
Cc1ccccc1OCC(=O)OCC(=O)NC1CC1	-8	.	.	5	17	-1.0	-8	5	-0.4	0
CCCCCCNC(=O)CC(c1ccccc1)c1cc(Br)ccc1O (stereo not given)	-29	9	8	23	24	-1.0	-12	4	.	10
CCCNC(=O)c1ccc2c(c1)nc(C)n2-c1cccc(Cl)c1	3	24	0	3	-11	0.0	0	-9	0.7	-13
COc1ccccc1OCC#CCN1CCCC(C)C1 (stereo not given)	-1	12	-6	3	-1	-0.6	-2	1	-0.7	-4
COCCn1c(=O)[nH]c2cc(C(=O)Nc3ccc(OC)c(Cl)c3)ccc2c1=O	-8	-3	-4	4	.	i	-13	-2	.	.
CCOC(=O)c1oc2c(c1C)C(=O)CCC2	11	2	1	-7	-1	1.5	-4	5	.	-5
O=C(Oc1ccc(Br)cc1C(=S)N1CCOCC1)c1ccc(F)cc1	4	10	3	8	.	-0.4	-4	-5	.	.
N#Cc1ccc(CC(=O)c2ccccc2)[nH]c1=O	.	.	.	8	14	-2.3	-7	6	-3.2	-14
CC(C[N+](C)(C)C)OC(N)=O (stereo not given)	4	1	1	0	1	i	-8	0	-0.3	9
COc1ccccc1C(=O)Nn1c(C2CCC2)nc2ccccc2c1=O	-2	24	7	-8	-1	1.2	8	-11	.	-3
COCc1nnc(NS(=O)(=O)c2ccccc2)s1	6	24	-2	0	3	i	-22	-1	.	1
NS(=O)(=O)c1ccc(CNC(=O)c2ccc(C(=O)c3ccccc3)cc2)cc1	-6	.	.	16	-6	0.4	-6	-2	-0.2	4
O=C(Nc1cccc(-c2cnc3ccccc3n2)c1)c1ccco1	-6	9	0	-3	0	-0.2	-22	-6	.	-25
CNC(=O)CSc1nc2c([nH]c3ccccc32)c(=O)n1CCOC	-1	-2	2	2	-7	i	-3	5	-0.3	-3

Screening results from PubChem BioAssay.
